VHR inh color: inhibitors of human VHR1 phosphatase (DUSP3); 0.7% of 50,000 active; inhibition, % at 20 µM; recombinant VHR phosphatase, colorimetric substrate read-out; P51452; in the data active means inhibition above about 60%; further: some results filed as inactive read as strong as hits
Target sequence (P51452 whole entry, looked up): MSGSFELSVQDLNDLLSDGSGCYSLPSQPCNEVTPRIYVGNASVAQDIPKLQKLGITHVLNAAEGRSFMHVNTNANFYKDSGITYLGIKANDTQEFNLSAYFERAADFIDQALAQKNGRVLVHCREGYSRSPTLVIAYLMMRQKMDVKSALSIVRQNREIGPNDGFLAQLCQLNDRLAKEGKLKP
Numbers without * were called inactive. The list is partial, so the mix of outcomes need not match the whole.

`CC(C)C(=O)Nc1ccc2oc(-c3cc(I)ccc3Cl)nc2c1` gave VHR inh color -14.
Screening O=C(c1ccc(-c2ccc(Br)cc2)o1)N1CCOCC1 returned VHR inh color 0.
Screening COc1ccc(S(=O)(=O)N(CCc2ccccc2)CC(=O)NCc2cccnc2)cc1 returned VHR inh color 67.
Screening Cc1ccc(/C=N/N2CCN(Cc3ccc(Cl)cc3)CC2)o1 returned VHR inh color 0.
For O=C(CCc1ccccc1)Nc1ccc(Cl)cn1 the results were VHR inh color -18.
`N#C/C(=C\c1cccc(Cl)c1)c1nc2ccccc2[nH]1` gave VHR inh color 22.
Screening O=C(Nc1ccc2nn(-c3ccc(F)cc3)nc2c1)c1ccc2c(c1)OCCO2 returned VHR inh color 7.
For O=C(c1ccccc1F)N1CCN(c2cc(N3CCCC3)c(F)cc2[N+](=O)[O-])CC1 the results were VHR inh color 5.
`O=[N+]([O-])c1cc(/C=N/N2CCN(Cc3ccc(Cl)cc3)CC2)ccc1Cl` gave VHR inh color -14.
O=C1c2ccccc2C(=O)N1CCCCN(C(=O)Nc1ccc([N+](=O)[O-])cc1)c1ccc(Cl)cc1 was read as VHR inh color 2.
Screening CC(=O)Nc1ccc(N2C(=O)C3C4CC(=O)C(c5ccccc54)C3C2=O)cc1 (stereo not drawn) returned VHR inh color -23.
Screening CC(C)C(=O)Nc1ccc(-c2cnc(-c3ccc(NC(=O)C(C)C)cc3)nc2)cc1 returned VHR inh color -11.
CCOc1ccc2nc(SCC(C)=O)sc2c1 was read as VHR inh color -2.
COc1ccc(/C=N/NC(=O)COc2ccccc2C)cc1Cl was read as VHR inh color -12.
O=C(NCCCn1ccnc1)c1ccc([N+](=O)[O-])cc1Cl was read as VHR inh color -23.
CC1=NN(c2cccc(C(=O)O)c2)C(=O)/C1=C\c1ccc(-c2ccc(C)cc2[N+](=O)[O-])o1 was read as VHR inh color -83.
COc1ccc(NC(=O)C(=O)NCc2ccco2)cc1Cl was read as VHR inh color -13.
`COP(=O)(OC)C(Nc1cccc(C(F)(F)F)c1)c1ccc(Cl)cc1` (stereo not drawn) gave VHR inh color 1.
`O=C(Nc1ccc(Cl)cc1)Nc1nnc(CSCc2ccccc2)s1` gave VHR inh color -7.
O=C(Nc1nc2ccccc2s1)C1CCCCC1 was read as VHR inh color 3.

The last 6 entries of the part before come first, to join the parts.
O=C(NCCCn1ccnc1)c1ccc([N+](=O)[O-])cc1Cl was read as VHR inh color -23.
CC1=NN(c2cccc(C(=O)O)c2)C(=O)/C1=C\c1ccc(-c2ccc(C)cc2[N+](=O)[O-])o1 was read as VHR inh color -83.
COc1ccc(NC(=O)C(=O)NCc2ccco2)cc1Cl was read as VHR inh color -13.
`COP(=O)(OC)C(Nc1cccc(C(F)(F)F)c1)c1ccc(Cl)cc1` (stereo not drawn) gave VHR inh color 1.
`O=C(Nc1ccc(Cl)cc1)Nc1nnc(CSCc2ccccc2)s1` gave VHR inh color -7.
O=C(Nc1nc2ccccc2s1)C1CCCCC1 was read as VHR inh color 3.
`CCC1=NN2C(=N)/C(=C/c3ccc(-c4cccc([N+](=O)[O-])c4)o3)C(=O)N=C2S1` gave VHR inh color 0.
Screening COc1ccccc1C1CC(c2c(-c3ccccc3)c3cc(Br)ccc3[nH]c2=O)=NO1 (stereo not drawn) returned VHR inh color -18.
Screening COc1ccc(C2CC(=O)C3=C(C2)Nc2ccccc2NC3c2ccccc2Br)cc1OC (stereo not drawn) returned VHR inh color 6.
For Cc1cccc(N(CC(O)CN(Cc2ccccc2)Cc2ccccc2)S(=O)(=O)c2ccccc2)c1 (stereo not drawn) the results were VHR inh color 15.
Screening CC1(C)C=C(/C=C/c2ccccc2)NC(=S)N1 returned VHR inh color 17.
For COC(=O)C1=C(C)NC(=O)/C1=C\c1ccc(Br)cc1 the results were VHR inh color 6.
Screening COc1ccc(Br)cc1/C=C/C(=O)Nc1ccc(Cl)cc1 returned VHR inh color -8.
COc1cc(C(c2c(C)[nH]n(-c3ccccc3)c2=O)c2c(C)[nH]n(-c3ccccc3)c2=O)cc(OC)c1OC was read as VHR inh color 18.
Screening CC(=O)Nc1ccccc1NC(=O)COc1ccccc1C returned VHR inh color -13.
For COc1ccc(Br)cc1C(=O)Nc1ccc(F)c([N+](=O)[O-])c1 the results were VHR inh color -22.
For CCNC(=O)c1cc2c(C)nn(-c3ccccc3)c2s1 the results were VHR inh color -1.
`O=C(/C=C/c1cccc([N+](=O)[O-])c1)Nc1cccc(NC(=O)c2ccccc2Cl)c1` gave VHR inh color 1.
For COc1ccccc1NC(=O)c1cc(-c2cccs2)nc2ccccc12 the results were VHR inh color 8.
`COc1ccc(/C=C/C(=O)Nc2cccc([N+](=O)[O-])c2)cc1Br` gave VHR inh color -6.
`CCCOc1cccc(C(=O)Nc2ccc(F)cc2)c1` gave VHR inh color -10.
`CCN(CC)c1nc(-c2ccccc2)c2cc(Cl)ccc2n1` gave VHR inh color -13.
Cc1ccc(NC(=O)C2CC(=O)N(c3ccc(Br)cc3)C2)c(C)c1 (stereo not drawn) was read as VHR inh color -9.
Screening COc1ccc(OC)c(/C=C/C(=O)c2cccc(Br)c2)c1 returned VHR inh color 9.
`O=C(Nc1ccccc1)Nc1nnc(-c2ccc(F)cc2)s1` gave VHR inh color -19.
COc1ccccc1N1CCN(C(=O)COc2cccc(C)c2)CC1 was read as VHR inh color -26.
CCOC(=O)c1ccc(N2NC(=O)/C(=C/c3cccc(OC)c3O)C2=O)cc1 was read as VHR inh color -18.
For CCOCCOC(=O)c1ccc(NC(=O)c2cccc(Cl)c2)cc1 the results were VHR inh color -2.
CCN(CC)C(=O)C12CC3CC(C1)CC(C(=O)N(CC)CC)(C3)C2 was read as VHR inh color -7.
For Cc1cccc(N2C(=O)NC(=O)/C(=C/c3ccc(-c4ccc(C(=O)O)c(Cl)c4)o3)C2=O)c1 the results were VHR inh color 1.
CCOC(=O)C1=C(C)NC2=C(C(=O)CC(C)(C)C2)C1c1cccc(O)c1 (stereo not drawn) was read as VHR inh color 8.
`COc1ccccc1N1CCN(/N=C\C=C\c2ccccc2)CC1` gave VHR inh color 3.
CN1C(=O)/C(=C\c2ccc(N(C)C)cc2)SC1=S was read as VHR inh color -19.
Screening O=C1c2ccccc2C(=O)c2c1cc(NC1CCCCC1)c1nsnc21 returned VHR inh color 1.
Screening CN(Cc1ccccc1)c1nc2ccccn2c(=O)c1C=C1SC(=S)N(CCc2ccccc2)C1=O returned VHR inh color -1.
Screening Cc1c(Cl)cccc1NC(=O)c1ccccc1C(=O)O returned VHR inh color -5.
`CCSc1nnc(-c2ccc(OC)cc2)c2ccccc12` gave VHR inh color 2.
`Cc1cc(C(=O)NC(C)C23CC4CC(CC(C4)C2)C3)c(C)o1` (stereo not drawn) gave VHR inh color -2.
Screening Oc1cccnc1-c1ccccc1 returned VHR inh color 11.
`COc1cc(NC(=O)c2ccc(I)cc2)c(OC)cc1Cl` gave VHR inh color -20.
Screening COc1ccc(OC)c(NC(=O)C(C)Oc2ccccc2)c1 (stereo not drawn) returned VHR inh color -44.
OCCCNc1nc2ccccc2n1Cc1ccccc1 was read as VHR inh color -5.
For Cc1ccc(N2C(=O)C3C4CCC(O4)C3C2=O)nc1 (stereo not drawn) the results were VHR inh color -3.
For CC(=O)Nc1ccccc1NS(=O)(=O)c1ccccc1 the results were VHR inh color -22.
For CCOc1ccccc1NC(=O)c1c(N)sc2c1CCC(C)C2 (stereo not drawn) the results were VHR inh color 12.
`CC(=O)NNC(=O)c1ccccc1[N+](=O)[O-]` gave VHR inh color -28.

Grouped by structure, those above with a COOH group (three)
CC1=NN(c2cccc(C(=O)O)c2)C(=O)/C1=C\c1ccc(-c2ccc(C)cc2[N+](=O)[O-])o1 was read as VHR inh color -83.
For Cc1cccc(N2C(=O)NC(=O)/C(=C/c3ccc(-c4ccc(C(=O)O)c(Cl)c4)o3)C2=O)c1 the results were VHR inh color 1.
Screening Cc1c(Cl)cccc1NC(=O)c1ccccc1C(=O)O returned VHR inh color -5.

(further entries)
N/C(=N/OC(=O)c1ccccc1I)c1nonc1N was read as VHR inh color -4.
Cc1cccc(N2C(=O)/C(=C/c3ccco3)SC2=S)c1C was read as VHR inh color 50.
`Cc1nnc(NC(=O)COc2ccccc2)s1` gave VHR inh color -32.
`COc1ccc(/C=C/C(=O)NC2CCCCCC2)cc1OC` gave VHR inh color -22.
For Cc1ccc(-c2n[nH]c(=S)n2-c2ccccc2C)cc1 the results were VHR inh color 4.
`COC(=O)C(Cc1ccccc1)N1CC1C(N)=O` (stereo not drawn) gave VHR inh color -53.
`COc1ccc(-c2cc(C(F)(F)F)n3nc(C(=O)Nc4ccccc4C(F)(F)F)cc3n2)cc1` gave VHR inh color -17.
Screening Cc1ccc(NC(=O)CSc2nc3ccccc3s2)c([N+](=O)[O-])c1 returned VHR inh color -38.
For COc1ccc(C(=S)N2CCCC2)c(OC)c1 the results were VHR inh color -6.
CN1CCN(C(=O)c2ccccc2Oc2ccccc2)CC1 was read as VHR inh color 25.
`O=C(NNS(=O)(=O)c1ccc(Br)cc1)c1ccncc1` gave VHR inh color -12.
For COc1ccc(-c2nc3ccccc3nc2N2CCCCC2)cc1 the results were VHR inh color 83.
N#CSC(C#N)Cc1ccc([N+](=O)[O-])cc1 (stereo not drawn) was read as VHR inh color 5.
`CCOC(=O)C1=C(C)N=c2s/c(=C\c3ccc(N(C)C)cc3)c(=O)n2C1c1ccc(OC)c(OC)c1` (stereo not drawn) gave VHR inh color -8.
Cc1ccc2oc(-c3cc(NC(=O)/C=C/c4ccccc4)ccc3O)nc2c1 was read as VHR inh color -11.
Cc1ccc(NC(=S)NC(=O)c2sc3ccccc3c2Cl)cc1 was read as VHR inh color 14.
`CCOC(=O)C(C#N)C(=S)Nc1ccccc1` (stereo not drawn) gave VHR inh color -6.
For CC(C)C(=O)Nc1ccc(O)c(-c2nc3cc(Cl)ccc3o2)c1 the results were VHR inh color 58.
For COc1cc(/C=C2/C(=O)NC(=O)N(c3cccc(C)c3)C2=O)ccc1OCCOc1ccccc1 the results were VHR inh color -12.
Cc1ccc2c(c1)N1C(=O)c3ccccc3C1C1=C(CC(C)(C)CC1=O)N2 (stereo not drawn) was read as VHR inh color 0.

No new results follow: entries from further up.
`CCOC(=O)C1=C(C)N=c2s/c(=C\c3ccc(N(C)C)cc3)c(=O)n2C1c1ccc(OC)c(OC)c1` (stereo not drawn) gave VHR inh color -8.
Cc1ccc2oc(-c3cc(NC(=O)/C=C/c4ccccc4)ccc3O)nc2c1 was read as VHR inh color -11.
Cc1ccc(NC(=S)NC(=O)c2sc3ccccc3c2Cl)cc1 was read as VHR inh color 14.
`CCOC(=O)C(C#N)C(=S)Nc1ccccc1` (stereo not drawn) gave VHR inh color -6.
For CC(C)C(=O)Nc1ccc(O)c(-c2nc3cc(Cl)ccc3o2)c1 the results were VHR inh color 58.
For COc1cc(/C=C2/C(=O)NC(=O)N(c3cccc(C)c3)C2=O)ccc1OCCOc1ccccc1 the results were VHR inh color -12.
Cc1ccc2c(c1)N1C(=O)c3ccccc3C1C1=C(CC(C)(C)CC1=O)N2 (stereo not drawn) was read as VHR inh color 0.

The listing picks up with the 2 entries that preceded the break.
For COc1cc(/C=C2/C(=O)NC(=O)N(c3cccc(C)c3)C2=O)ccc1OCCOc1ccccc1 the results were VHR inh color -12.
Cc1ccc2c(c1)N1C(=O)c3ccccc3C1C1=C(CC(C)(C)CC1=O)N2 (stereo not drawn) was read as VHR inh color 0.
Screening CCC(CC)C(=O)Nc1nc2ccc(Cl)cc2s1 returned VHR inh color -7.
`Cc1cc(C)c(OCCNC(C)(C)C)c(Cl)c1` gave VHR inh color -12.
For COc1ccc(S(=O)(=O)N2CCN(Cc3ccccn3)CC2)cc1 the results were VHR inh color -30.
Screening COc1ccc(C)cc1NC(=O)COc1ccc(Cl)cc1Cl returned VHR inh color -8.
COC(=O)Oc1ccc2c(=O)c(-c3ccccc3OC)coc2c1 was read as VHR inh color 2.
For COc1ccc(NC(=O)c2c(-c3c(F)cccc3Cl)noc2C)c([N+](=O)[O-])c1 the results were VHR inh color -3.
For CC1=NOC(=O)/C1=C/c1ccc(C)cc1 the results were VHR inh color -3.
For COc1ccc(Cl)cc1NC1=C(Cl)C(=O)N(c2ccc(Br)cc2)C1=O the results were VHR inh color -9.
CCn1c2ccccc2c2cc(CNCCc3cccc(F)c3)ccc21 was read as VHR inh color -10.
Screening CC(=O)CC(=O)Nc1ccc(Cl)c(Cl)c1 returned VHR inh color -13.
Screening O/N=C(/c1ccccc1)c1cc2c(s1)CCCC/C2=N/O returned VHR inh color -40.
`CC(=O)Nc1ccc(NC(=O)Cn2cnc3c2c(=O)n(C)c(=O)n3C)cc1` gave VHR inh color -8.
For O=C(NC(NC(=S)Nc1ccccc1Cl)C(Cl)(Cl)Cl)c1ccccc1Br (stereo not drawn) the results were VHR inh color -12.
For COc1cc(C2Nc3ccc4ccccc4c3C3=C2C(=O)CC(C)(C)C3)cc(OC)c1O (stereo not drawn) the results were VHR inh color -19.
O=C(CN(c1ccccc1)S(=O)(=O)c1ccccc1[N+](=O)[O-])Nc1ccc(Br)cc1 was read as VHR inh color -7.
`CC(Oc1ccccc1)C(=O)Nc1ccc(-c2nc3ccccc3o2)cc1` (stereo not drawn) gave VHR inh color 11.
Screening CCC(=Nc1ccccc1C)C1=C(O)CC(C)(C)CC1=O returned VHR inh color -20.
COc1cccc(CN2CCN(C(=O)c3ccccc3)CC2)c1 was read as VHR inh color -13.
CN1CCN(C(=O)/C(=C/c2cccnc2)NC(=O)c2cccc(Br)c2)CC1 was read as VHR inh color -21.
Screening Cc1ccc(C23CC4CC(CC(C(=O)O)(C4)C2)C3)cc1 returned VHR inh color 8.
Screening CC(C)CNC(=O)CC(=O)N/N=C/c1ccc(C(=O)O)cc1 returned VHR inh color 1.
COc1ccc(OC)c(C(C)NC=O)c1 (stereo not drawn) was read as VHR inh color -10.
For O=C(Nc1ccccc1OC(F)(F)F)c1sc2ccccc2c1Cl the results were VHR inh color 10.
Screening CN1CCN(CC(=O)n2c3c(c4ccccc42)CCCC3)CC1 returned VHR inh color 18.
Clc1ccc(-c2nnc(-c3ccc4c(c3)OCO4)o2)c(Cl)c1 was read as VHR inh color -3.
COc1ccc(-c2nnc(NC(=O)c3ccc(C)cc3)s2)cc1OC was read as VHR inh color -28.
For COc1cccc(/C=C2\SC(=S)N(CCC(=O)Nc3cccc(OC)c3)C2=O)c1 the results were VHR inh color -16.
`CCOC(=O)C1=C(C)NC(=S)NC1c1ccc(Cl)c(Cl)c1` (stereo not drawn) gave VHR inh color -26.
Screening Cc1ccccc1NC(=O)C(=O)NCc1ccc(Cl)cc1 returned VHR inh color -28.
